# mIDH1 inhibitor: blocks human mutant IDH1 R132H enzyme. IDH1-R132H enzyme, NADPH consumption, diaphorase/resazurin fluorescence. Potency, µM (titrated, usually from 76.6 µM), for the others: at the top dose activity change, negative = inhibition, usual class: inhibitors. 390,000 compounds, 0.093% hits. AID 602179; also: potency is read from the fitted curve at half-maximal effect; % is scaled to controls: 0 for no effect and ±100 for the full control effect; nearly all actives have a fitted effect of over 65% in size
#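 IDH1-R132H (0.5 ug/mL dispensed) in pH 7.5 Tris buffer was preincubated 30 min with compound, then given a substrate mix of 0.016 mM NADPH and 2 mM alpha-KG for 80 min at room temperature; remaining NADPH was read by diaphorase/resazurin fluorescence.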
# Glioma ERSR ind: induces the endoplasmic reticulum stress response in human glioma cells; U87-MG GRP78 promoter luciferase reporter, 16 h; Potency, µM, without a hit: at the top dose activation, actives largely listed as activators; 420,000 compounds, 0.02% hits; AID 602332; also: potency is read from the fitted curve at half-maximal effect; series mostly up to about 76 µM; % of control where 0% means no effect; nearly all actives have a fitted effect of over 35% in size
#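 Stably transfected U87-MG glioma cells carrying a GRP78-based luciferase sensor; 16 h compound incubation. Luminescence end-point read 10 min after Bright-Glo addition at room temperature.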
# USP1 inh: inhibitors of human USP1/UAF1 deubiquitinase; recombinant USP1/UAF1, Ub-Rhodamine cleavage fluorescence; Potency, µM (top dose mostly 57.1 µM), without a hit: top-dose activity change, negative = inhibition, usual class: inhibitors; 390,000 compounds, 0.23% hits; AID 743255; also: potency is read from the fitted curve at half-maximal effect; % is scaled to controls: 0 for no effect and ±100 for the full control effect; nearly all actives have a fitted effect of over 60% in size; inactives centre near -12
#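 USP1/UAF1 complex at 1 nM was preincubated with compound for 15 min at room temperature, then Ub-Rho substrate (150nM final) was added. Fluorescence (480/540 nm) was read kinetically, 6 reads every 60 seconds.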
# PI4K2A block: PI4K2A (human) kinase inhibition. Q9BTU6. purified PI4K2A, ADP-Glo luminescence, 1 h; active compounds read low. activity change, negative = inhibition, % at 76.9 µM. 420,000 compounds, 0.13% hits. AID 1346378; in the data active = activity change below about -50%; inconclusive = mostly about -30% to -49%;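 also: -100% = wells without enzyme as full effect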
#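 ADP-Glo luminescence measured ADP generated by PI4K2A enzyme (4 ug/mL before mixing) with 1.2 mM PI substrate (pre-mix) and 300 microM ATP (pre-mix). Tris pH7.5 buffer with MgCl2, Triton X-100; 1 h reaction at ambient temperature.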
# Vif-APOBEC3F blk: inhibitors of Vif-A3F interaction | HeLa A3F-eYFP + Vif (tagged APOBEC3F with the HIV-1 protein that degrades it), YFP fluorescence increase | Potency, µM (highest dose often 46.1 µM), without a hit: at the top dose activity, negative = active | 390,000 compounds, 0.2% hits; also: potency is read from the fitted curve at half-maximal effect; % of control where 0% means no effect; nearly all actives have a fitted effect of over 65% in size
#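 HeLa cells stably expressing A3F-eYFP plus Vif, plated and incubated overnight at 37 deg C, then exposed to compounds overnight at 37 deg C. Blocked degradation read as raised yellow fluorescence (Ex 488/Em 500-530).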
# TrxR1 substrate: substrates of rat thioredoxin reductase 1; Potency, µM (top dose mostly 114 µM), for inactives: at the top dose activity change, negative = substrate turnover; purified TrxR1 substrate turnover, NADPH consumption readout; 390,000 compounds, 0.01% hits; also: potency is read from the fitted curve at half-maximal effect; % is scaled to controls: 0 for no effect and ±100 for the full control effect; nearly all actives have a fitted effect of over 50% in size
# Target sequence (O89049 whole entry, looked up): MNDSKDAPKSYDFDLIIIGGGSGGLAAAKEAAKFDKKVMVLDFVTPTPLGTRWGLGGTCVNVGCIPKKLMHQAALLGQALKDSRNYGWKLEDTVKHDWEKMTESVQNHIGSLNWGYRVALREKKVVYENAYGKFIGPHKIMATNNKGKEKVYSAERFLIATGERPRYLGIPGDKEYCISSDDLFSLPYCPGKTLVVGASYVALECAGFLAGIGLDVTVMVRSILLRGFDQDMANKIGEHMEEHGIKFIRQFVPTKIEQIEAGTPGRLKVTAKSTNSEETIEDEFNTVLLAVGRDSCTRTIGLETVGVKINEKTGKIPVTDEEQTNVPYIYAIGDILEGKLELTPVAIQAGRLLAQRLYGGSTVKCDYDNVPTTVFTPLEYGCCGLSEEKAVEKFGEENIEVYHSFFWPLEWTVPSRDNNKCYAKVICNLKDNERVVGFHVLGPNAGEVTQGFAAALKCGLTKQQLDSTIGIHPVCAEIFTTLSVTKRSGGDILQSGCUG
#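 Rat TrxR1, dispensed at 90 nM, was prereduced with 400 uM NADPH (final) for 5 min at ~22 deg C, then incubated with compound 15 min before 400 uM selenite. A first-read NADPH fluorescence drop versus no-compound background flagged substrates.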
# LDHA block: blocks human lactate dehydrogenase A | P00338 | purified LDHA, NADH/diaphorase-resazurin fluorescence; active compounds read low | activity change, % (values are at about 110 or 230 µM) | 480,000 compounds, 0.15% hits | AID 1347041; in the data active = activity change below about -30%; inconclusive = mostly about -25% to -30%;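 also: plate controls were DMSO wells for no effect and wells without enzyme for full effect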
#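 Enzyme activity of human lactate dehydrogenase 5 (2 nM; 0.06 mM NADH, 0.2 mM pyruvate, 5 min, RT) is measured via a resazurin/diaphorase fluorescence readout of residual NADH.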
# Vif-APOBEC3G blk: blocks the Vif interaction with human APOBEC3G; HeLa A3G-eYFP + Vif (tagged APOBEC3G with the HIV-1 protein that degrades it), YFP fluorescence, overnight; Potency, µM (doses to about 46.1 µM), inactives show at the top dose activity, negative = active, actives largely listed as inhibitors; AID 602310; 410,000 compounds, 0.076% hits;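 also: potency is read from the fitted curve at half-maximal effect; % is scaled to controls: 0 for no effect and ±100 for the full control effect; nearly all actives have a fitted effect of over 60% in size; hits raise eYFP signal because A3G escapes Vif-driven loss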
# Target sequence (Q9HC16 whole entry, looked up): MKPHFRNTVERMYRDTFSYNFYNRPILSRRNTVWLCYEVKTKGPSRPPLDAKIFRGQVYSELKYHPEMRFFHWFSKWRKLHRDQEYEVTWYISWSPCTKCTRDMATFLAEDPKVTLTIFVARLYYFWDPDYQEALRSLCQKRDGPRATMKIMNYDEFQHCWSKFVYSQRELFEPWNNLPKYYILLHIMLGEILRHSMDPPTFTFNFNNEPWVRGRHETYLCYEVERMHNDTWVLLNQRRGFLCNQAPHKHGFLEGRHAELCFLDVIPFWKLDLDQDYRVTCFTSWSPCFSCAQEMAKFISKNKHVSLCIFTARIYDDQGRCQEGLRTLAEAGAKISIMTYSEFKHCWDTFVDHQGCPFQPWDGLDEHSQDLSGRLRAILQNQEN
#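 HeLa cells stably expressing Vif and C-terminally eYFP-tagged A3G, seeded overnight at 37 deg C, then exposed to compound by pintool overnight at 37 deg C. Rise in yellow fluorescence (Ex 488/Em 500-530, Acumen) marks blocked Vif-driven A3G degradation.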
# RXFP1 ag: activates the human relaxin receptor RXFP1. Q9HBX9. HEK293T-RXFP1 cAMP TR-FRET, 30 min; response scale: percent of porcine relaxin response, buffer zero. Potency, µM (series often up to 57.5 µM), for the others: at the highest dose activation, hits mostly activators. 370,000 compounds, 0.3% hits. AID 2676; also: potency is read from the fitted curve at half-maximal effect; % is scaled to controls: 0 for no effect and ±100 for the full control effect; nearly all actives have a fitted effect of over 60% in size; many of its hits are not listed in these tables
#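 Agonist response is measured as cAMP accumulation in an RXFP1-transfected HEK293T line under PDE4 inhibition. Values are scaled between buffer-only and 29 nM porcine relaxin, and EC50s come from standard Hill equation fits.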
# Starred values were filed as active, the others as inactive; ? = inconclusive; / = not tested or not shown; & = joins results of further samples; [ ] = another dose, or the depositor's remark. Unless noted, calls follow the shape of the dose curve; as a rule, active = well fitted curve in the direction sought with a large enough effect; inconclusive = small, poorly fitted or top-dose-only effect, or another doubt; inactive = no such curve, though single readings can be large; an effect the other way counts as inactive or inconclusive. A portion of the library. The share of hits here may be higher or lower than overall.
# Start of the listing, in advance, 2 compounds:
# Order of values: mIDH1 inhibitor	Glioma ERSR ind	USP1 inh	PI4K2A block	Vif-APOBEC3F blk	TrxR1 substrate	LDHA block	Vif-APOBEC3G blk	RXFP1 ag
1) Cc1ccccc1N1CCN(S(=O)(=O)c2ccc3ccccc3c2)CC1
 : 5%	1%	-10%	-7	0%	14%	-3	1%	-2.3%
2) O=C1C=C(NC2CC2)C2(CCCCC2)O1
 : 0%	-1%	-24%	12	-20%	10%	-4	1%	-0.1%

# The whole of this part, previewed entries included:
# Order of values: mIDH1 inhibitor	Glioma ERSR ind	USP1 inh	PI4K2A block	Vif-APOBEC3F blk	TrxR1 substrate	LDHA block	Vif-APOBEC3G blk	RXFP1 ag
1) Cc1ccccc1N1CCN(S(=O)(=O)c2ccc3ccccc3c2)CC1
 : 5%	1%	-10%	-7	0%	14%	-3	1%	-2.3%
2) O=C1C=C(NC2CC2)C2(CCCCC2)O1
 : 0%	-1%	-24%	12	-20%	10%	-4	1%	-0.1%
3) CC(C)CCNC(=O)C1CCC(CNc2c(N3CCC(C)CC3)c(=O)c2=O)CC1 (configuration not stated)
 : 0%	0%	-17%	0	7%	-4%	-4	3%	2.6%
4) S=C(NCCCc1cnc[nH]1)NCCCN(Cc1ccc(Cl)c(Cl)c1)c1ccc(Br)cn1
 : /	-13%&-1%	/	7	/	/	-15&3	-8%	/
5) C[C@@H]1CN([C@@H](C)CO)C(=O)Cc2cc(NC(=O)Nc3ccc4c(c3)OCO4)ccc2O[C@@H]1CN(C)C(=O)NC1CCCCC1
 : -4%[38.3 µM]	-2%	-13%	-9	1%	6%	6	?	/
6) COc1ccccc1CNC(=O)COC(=O)c1cc(C)oc1C
 : 4%	2%	1%	3	2%	-6%	-2	-3%	-1.6%
7) Cc1ccc(C(=O)N(Cc2ccccc2)C(C)(C)C)cc1C
 : 6%	-5%	-17%	4	-14%	-11%	-3	-1%	0.5%
8) Cc1ccc(CNC(=O)Cc2coc3cc(C)cc(C)c23)cc1
 : -18%	-5%	1%	-2	6%	-2%	-2	-1%	0.6%
9) O=C(CCCCCNC(=O)c1ccccc1Br)N=Nc1c(O)[nH]c2ccccc12
 : -3%	1%	-5%	5	-11%	-13%	-15	-1%	0.9%
10) Cc1c(C(=O)NCc2ccc3c(c2)OCO3)sc(=O)n1Cc1ccc(-c2ccccc2)cc1
 : /	-2%	/	6	/	/	-12	-1%	/
11) O=C(CC[C@H]1O[C@@H](n2ccc(=O)[nH]c2=O)[C@H](O)[C@@H]1O)N1CCN(c2ccccn2)CC1
 : /	-3%	/	7	/	/	-6	1%	/
12) CCn1c(CN2CCOCC2)nc2cc(NC(=O)c3ccccc3[N+](=O)[O-])ccc21
 : -8%	3%	-6%	-3	5%	-3%	4	-1%	-0.6%
13) CCOc1ccc(OCCC(=O)N(CC)CC(=O)Nc2ccccc2OC)cc1
 : 8%	3%	-14%	1	7%	3%[57.1 µM]	-1	-1%	/
14) CC1(C)CC(CC(=O)O)(c2ccc(F)cc2)CCO1 (configuration not stated)
 : -1%	-3%	-11%	-4	1%	5%	-14	-3%	-1.1%
15) Cc1cc(C)c(OCCOCCN2CCCC2)c(C)c1
 : -5%	-1%	-13%	7	8%	3%	-14	2%	/
16) O=C(CCC(=O)c1ccccc1)Nc1cccnc1
 : 2%	-2%	-7%	2	5%	-7%	1	0%	-0.1%
17) O=C(OCC(=O)N1CCN(c2ccccc2)CC1)c1cc(Br)ccc1Cl
 : 4%	-4%	-26%	-4	-4%	4%	-1	-12%	-0.7%
18) N#CC(=C(c1ccccc1)c1ccccc1)c1ccccc1
 : -3%	-2%	-14%	-3	21%	10%[57.1 µM]	-8	2%	/
19) CCN(CC)CCN(C(=O)c1ccc2c(c1)CCCC2)c1nc2ccc(OC)cc2s1
 : 11%	-5%	?	-5	-5%	-7%	21	-1%	2.0%
20) CC(C)c1ccc(OCC(=O)NN2C(=O)c3ccccc3C2=O)c(Br)c1
 : 7%	-1%	-25%	-2	-2%	1%	-1	0%	-0.4%
21) CC(NC(=O)CSc1n[nH]c(=O)[nH]c1=O)C1CC2CCC1C2 (configuration not stated)
 : 1%	-4%	-16%	2	-11%	3%	-4	0%	2.0%
22) CC(=O)N/N=C/c1cc2c(cc1[N+](=O)[O-])OCO2
 : 7%	0%	-16%	-2	-14%	1%[57.1 µM]	4	-1%	0.6%
23) CCOC(=O)c1cnc2ccccc2c1Nc1cccc(OC)c1
 : 16%	0%	-16%	-2	-8%	-3%[57.1 µM]	3&-4	1%	0.4%
24) Cn1cnnc1SCC(=O)c1ccc2c(c1)OCCO2
 : -7%	0%	4%	1	-11%	-4%	-5	2%	2.3%
25) CN1CCN(C(CNC(=O)C(=O)Nc2ccc(F)cc2)c2cccnc2)CC1 (configuration not stated)
 : 0%	0%	3%	-4	5%	-11%	0	3%	0.2%
26) CCOC(=O)c1ccc(NC(=O)CSc2nc3sc(C(=O)O)c(C)c3c(=O)[nH]2)cc1
 : 0%	3%	-18%	1	-5%	-1%[57.1 µM]	-2	-6%	-1.2%
27) CCN(CC)C(=O)COc1cccc2ccccc12
 : 17%	12%	-19%	-9	-7%	2%	39	3%	1.0%
28) COc1ccc2c(c1)C1=NN(/C(C)=C/C(C)=O)C(c3cccc(F)c3)C1CC2 (configuration not stated)
 : -6%	8%	?	-2	?	-23%[57.1 µM]	5	2%	2.7%
29) O=C(O)c1cc2cc(OCc3ccccc3)ccc2[nH]1
 : -4%	4%	-7%	1	5%	68%[activator]	1	2%	0.7%
30) COC(=O)/C(=C/c1ccccc1)NC(=O)c1ccco1
 : 0%	0%	-5%	5	-7%	-15%	-10	1%	0.6%
31) c1ccc(CNCCN2CCNCC2)nc1
 : 2%	-2%	-1%	1	-13%	7%	-10	-1%	-0.3%
32) COc1c(C)cc(C(O)c2ncc(-c3ccc(Cl)cc3)[nH]2)cc1C (configuration not stated)
 : /	-1%	/	0	/	/	-6	-16%	/
33) Cc1cc(C)n(CCCNC(=O)C2CC(=O)N(Cc3ccccc3)C2)n1 (configuration not stated)
 : 2%	-6%	-7%	4	5%	4%	-5	0%	1.3%
34) Cc1ccc2nc(Nc3ccc(Cl)cc3)c3nncn3c2c1
 : -3%	0%	-6%	-1	?	4%	0	-10%	-0.8%
35) O=C(c1ccccc1)N1CCN(C(=O)c2ccncc2)CC1
 : 1%	0%	-3%	1	0%	1%	-6	0%	/
36) CN(c1ccccc1)S(=O)(=O)c1cccc(NC(=O)C2=NN(c3ccccc3)C(=O)CC2)c1
 : 3%	-3%	-18%	-1	-1%	6%	1	3%	/
37) O=c1oc(CCCO)cc2ccccc12
 : 5%	1%	-16%	6	3%	2%	0	-4%	/
38) COc1ccc(-c2nn(-c3ccccc3)cc2CNC[C@H]2O[C@@H](n3cnc(C(N)=O)n3)[C@H](O)[C@@H]2O)cc1
 : 11%	0%	-5%	-10	-1%	8%	-7	0%	/
39) O=C(c1ccccc1)c1cccc2ccccc12
 : 14%	-7%	-12%	-1	3%	6%	5	0%	/
40) Cc1c(Nc2cc(=O)oc3ccccc23)c(=O)n(-c2ccccc2)n1C
 : 3%	-3%	-5%	5	3%	-6%	-12	-1%	-0.4%
41) COc1cc(OC)cc(C(=O)N[C@H](C(=O)N2CCc3ccccc32)C(C)C)c1
 : 6%	-4%	-8%	0	1%	-5%	7	?	-2.5%
42) COC(=O)c1cc(COC(=O)COc2ccc(C)c(C)c2)oc1C
 : 2%	-2%	-28%	-1	0%	-3%	1	1%	0.0%
43) CCOc1ncccc1C(=O)Nc1ccc(-c2cn3ccsc3n2)cc1
 : -1%	-1%	-5%	4	-7%	24%	-4	-1%	2.7%
44) CC1CCN(c2nc3c(N)ncnc3n2[C@@H]2O[C@H](CO)[C@@H](O)[C@H]2O)CC1
 : 0%	-5%	-11%	?	5%	-4%	-3	-6%	0.0%
45) O=C(C(=O)N1CCN(c2ccc(F)cc2)CC1)c1cn(CC(=O)N2CCOCC2)c2ccccc12
 : 11%	-5%	-12%	4	-7%	-1%	-2	-2%	1.2%
46) Cc1c(C(=O)Nc2c3c(nn2C(C)(C)C)CS(=O)(=O)C3)cccc1[N+](=O)[O-]
 : -11%	-2%	-4%	10	1%	5%[57.1 µM]	-3	-6%	2.0%
47) CCOC(=O)NC(=O)/C(C#N)=N\Nc1cccc(OC)c1
 : -1%	-2%	-8%	0	5%	-3%[57.1 µM]	-1	-3%	0.4%

# Four entries from above, arranged by count of non-hydrogen atoms, smallest number first.
# Order of values: mIDH1 inhibitor	Glioma ERSR ind	USP1 inh	PI4K2A block	Vif-APOBEC3F blk	TrxR1 substrate	LDHA block	Vif-APOBEC3G blk	RXFP1 ag
35) O=C(c1ccccc1)N1CCN(C(=O)c2ccncc2)CC1
 : 1%	0%	-3%	1	0%	1%	-6	0%	/
42) COC(=O)c1cc(COC(=O)COc2ccc(C)c(C)c2)oc1C
 : 2%	-2%	-28%	-1	0%	-3%	1	1%	0.0%
36) CN(c1ccccc1)S(=O)(=O)c1cccc(NC(=O)C2=NN(c3ccccc3)C(=O)CC2)c1
 : 3%	-3%	-18%	-1	-1%	6%	1	3%	/
45) O=C(C(=O)N1CCN(c2ccc(F)cc2)CC1)c1cn(CC(=O)N2CCOCC2)c2ccccc12
 : 11%	-5%	-12%	4	-7%	-1%	-2	-2%	1.2%
